# Tau fluor counter – Counterscreen qHTS for Inhibitors of Tau Fibril Formation, Fluorescence Polarization. tau K18 P301L (four-repeat tau fragment) Alexa594 fluorescence, heparin fibrillization. Potency, µM (titrated, usually from 57.7 µM), without a hit: at the highest dose activity change, negative = decrease. actives 0.93% (n = 280,000). AID 1463, 2008; further: on the % scale 0 is the no-effect control and ±100 the full control effect; nearly all actives have a fitted effect of over 55% in size
#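 Human K18 P301L tau (15 uM unlabeled plus 0.24 uM Alexa 594-labeled, final) in 100 mM sodium acetate pH 7 was mixed with compound and 20 uM heparin and incubated 6 hr at 37 C.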
# Epigenetic derep – Quantitative High-Throughput Screen for Regulators of Epigenetic Control | murine LDR cells, GFP reporter derepression, 30 h | Potency, µM (doses to about 53.9 µM), for inactives: top-dose GFP activation, actives largely listed as activators | actives 0.2% (n = 280,000); further: % of control where 0% means no effect; nearly all actives have a fitted effect of over 60% in size
#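 Readout is the number of GFP-expressing murine LDR cells, counted by cytometry following washing. Cells were treated with compound for 30 h at 37 C; the stably integrated CMV-GFP locus is normally silent.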
# GAA inhib – qHTS Assay for Inhibitors of Human alpha-Glucosidase as a Potential Chaperone Treatment of Pompe Disease; actives 0.005% (n = 200,000); Potency, µM (series often up to 76.9 µM), inactives show at the highest dose activity change, negative = inhibition, actives largely listed as inhibitors; purified human GAA, 4-MU-alpha-glucoside fluorescence;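 further: plate controls were uninhibited enzyme wells for no effect and no-enzyme background for full effect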
#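 Fluorescence at Ex 365/Em 440 nm from 4-methylumbelliferone reported enzyme activity after 20 min at room temperature. Reactions used 4 nM enzyme and 400 uM substrate at pH 5.0; curves fitted with the Hill equation.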
# GAA spleen mod – qHTS Assay for Inhibitors and Activators of Human alpha-Glucosidase From Spleen Homogenate. Lysosomal alpha-glucosidase (Homo sapiens), P10253. human spleen homogenate, 4-MU-alpha-glucoside fluorescence. Potency, µM (doses to about 79.9 µM), for inactives: top-dose activity change, negative = inhibition, hits mostly inhibitors. actives 0.006% (n = 240,000);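 further: 0% = enzyme with vehicle and -100% = no enzyme basal signal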
#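 Enzyme source: human spleen homogenate, 1 ug/well. Buffer 50 mM citric acid/K phosphate pH 5.0, 0.01% Tween-20. 4-MU-alpha-glucoside 1 mM; 37 C x 40 min; NaOH/glycine stop; fluorescence.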
# ALDH1A1 inh – qHTS Assay for Inhibitors of Aldehyde Dehydrogenase 1 (ALDH1A1); Aldehyde dehydrogenase 1A1 (Homo sapiens), P00352; AID 1030, 2008; actives 7.3% (n = 220,000); Potency, µM (series often up to 75.3 µM), inactives show top-dose activity, negative = inhibition, most hits filed as inhibitors; Purified ALDH1A1, NADH fluorescence, propionaldehyde substrate; active means well fitted inhibition curve with a large enough effect, not every such curve was filed as active; inconclusive means small, poorly fitted or top-dose-only effect, or another doubt; inactive means no such curve, though single readings can be large or run the other way;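 further: plate controls were no enzyme wells and a reference inhibitor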
# Target sequence (P00352 whole entry, looked up): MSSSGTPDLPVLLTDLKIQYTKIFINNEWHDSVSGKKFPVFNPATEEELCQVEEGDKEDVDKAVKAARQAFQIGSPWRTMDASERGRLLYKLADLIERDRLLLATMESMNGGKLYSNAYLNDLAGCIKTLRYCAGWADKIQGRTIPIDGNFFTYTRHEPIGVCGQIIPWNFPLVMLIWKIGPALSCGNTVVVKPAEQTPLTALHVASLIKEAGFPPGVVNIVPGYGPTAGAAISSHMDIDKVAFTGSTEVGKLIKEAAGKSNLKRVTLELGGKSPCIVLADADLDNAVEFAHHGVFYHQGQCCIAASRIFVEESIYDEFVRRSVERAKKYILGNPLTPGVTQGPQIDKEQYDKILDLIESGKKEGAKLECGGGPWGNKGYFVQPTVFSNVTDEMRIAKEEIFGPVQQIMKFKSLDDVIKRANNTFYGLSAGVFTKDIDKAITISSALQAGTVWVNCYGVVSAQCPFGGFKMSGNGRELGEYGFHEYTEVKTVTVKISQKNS
# GAA glycogen mod – qHTS Assay for Inhibitors and Activators of Human alpha-Glucosidase Cleavage of Glycogen; Lysosomal alpha-glucosidase (Homo sapiens), P10253; recombinant GAA, glycogen substrate, Amplex Red glucose oxidase fluorescence; Potency, µM (top dose mostly 76.4 µM), for inactives: at the highest dose activity change, negative = inhibition, most hits filed as inhibitors; actives 0.38% (n = 300,000);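 further: 0% = full enzyme reaction and -100% = no-enzyme basal signal; the screen sought inhibitors and activators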
#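 Natural-substrate format: glycogen cleavage by 4 nM human enzyme, glucose read by Amplex Red coupling (Ex 573, Em 610 nm). Normalized to enzyme and no-enzyme controls.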
# NPSR antag – qHTS Assay for Antagonists of the Neuropeptide S Receptor: cAMP Signal Transduction; CHO-NPSR cells, cAMP TR-FRET, antagonist mode; Potency, µM (top dose mostly 38.3 µM), inactives show top-dose activity change, negative = inhibition, most hits filed as inhibitors; actives 1% (n = 220,000); Q6W5P4; AID 1461, 2008; further: on the % scale 0 is the no-effect control and ±100 the full control effect; nearly all actives have a fitted effect of over 50% in size; many of its hits are not listed in these tables
# aGal spleen mod – qHTS Assay for Inhibitors and Activators of Human alpha-Galactosidase From Spleen Homogenate; actives 0.008% (n = 240,000); Alpha-galactosidase A (Homo sapiens), P06280; human spleen homogenate, 4MU-alpha-Gal fluorescence, 40 min; Potency, µM (top dose mostly 80 µM), inactives show at the highest dose activity change, negative = inhibition, hits mostly inhibitors;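 further: 0% = enzyme with vehicle and -100% = no enzyme basal signal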
# Target sequence (P06280 32-429 limits assumed): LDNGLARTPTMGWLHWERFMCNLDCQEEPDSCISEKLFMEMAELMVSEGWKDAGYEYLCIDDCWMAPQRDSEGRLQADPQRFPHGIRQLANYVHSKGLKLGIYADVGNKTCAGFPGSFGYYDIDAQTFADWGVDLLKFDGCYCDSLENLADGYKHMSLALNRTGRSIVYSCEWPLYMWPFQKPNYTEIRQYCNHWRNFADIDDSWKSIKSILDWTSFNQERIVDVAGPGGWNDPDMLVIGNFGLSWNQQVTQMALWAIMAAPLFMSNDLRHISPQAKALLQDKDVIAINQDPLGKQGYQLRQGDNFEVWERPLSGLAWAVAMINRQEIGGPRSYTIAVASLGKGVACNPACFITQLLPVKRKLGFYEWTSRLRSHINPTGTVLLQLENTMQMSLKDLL
#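 qHTS titration in buffer at pH 5.0. Alpha-galactosidase activity in spleen homogenate was measured via 4-methylumbelliferone release from 1 mM fluorogenic substrate after 40 min at 37C and a pH 10 stop. AC50 came from Hill fits of control-normalized data.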
# An asterisk follows results filed as active; ? = inconclusive; nt = no result given; [ ] = remark or other dose. Unless noted, the call rests on the fitted dose curve; in most records, active means well fitted curve in the direction sought with a large enough effect; inconclusive means small, poorly fitted or top-dose-only effect, or another doubt; inactive means no such curve, though single readings can be large; an effect the other way counts as inactive or inconclusive. Potency means the concentration at half of the fitted maximal effect.
# Screens in order: Tau fluor counter | Epigenetic derep | GAA inhib | GAA spleen mod | ALDH1A1 inh | GAA glycogen mod | NPSR antag | aGal spleen mod
1) O=C(Cn1cnc2c(nnn2-c2ccccc2)c1=O)NCc1ccc(F)cc1
→ 4% | -1.2% | nt | 4% | 11% | 11% | -12% | 2%
2) O=C(CC12CC3CC(CC(C3)C1)C2)N1CCCOC1
→ -3% | 0.5% | -4% | -3% | 3% | 11% | -20%[46.1 µM] | -2%
3) O=C(CCc1ccccc1)OCCN1CCOCC1
→ 0% | 0.0% | 4% | 2% | ? | 8% | -10%[46.1 µM] | -6%
4) COC(=O)CNC(=O)c1cc(OC)cc(OC)c1
→ 7% | -3.2% | ? | 2% | 0% | -5% | 7% | 2%
5) O=c1cc(O)c(-c2cccc(C(F)(F)F)c2)c(Cl)[nH]1
→ -2% | 15% | -8% | -5% | 4% | -1% | -2% | 1%
6) CCCC(NC(=O)c1ccccc1)c1nc2ccccc2n1Cc1ccc(C(=O)OC)o1 (stereo unspecified)
→ -9% | 0.0% | 8% | -6% | -5% | 9% | -15%[46.1 µM] | -3%
7) Cc1ccc(S(=O)(=O)N2CCC(=O)N(C(COCc3cccc(Cl)c3)Cc3ccccc3)CC2)cc1 (stereo unspecified)
→ -19% | 1.1% | 0%[15.4 µM] | -9% | ? | -15% | -46% | -4%
8) CCCCC#Cc1cncc(C(=O)N/N=C/c2cccc(OC)c2)c1
→ ? | -0.3% | nt | -9% | nt | -3% | 8%[7.67 µM] | -13%
9) COc1cccc(CN2CCN(C(=O)c3ccc(-c4ccccc4)cc3)CC2)c1
→ -10% | 2.2% | -10% | -5% | ? | -2% | -16% | 11%
10) COc1cc(/C(C)=N/NC(=O)CSc2nnc(C)s2)ccc1O
→ 0% | 0.8% | nt | -3% | nt | -27% | 20% | 1%
11) Cc1ccc(C(=O)/C=C2\NCCNC2=O)cc1
→ -5% | -1.0% | 7% | -2% | -12% | -4% | -2% | -1%
12) CCOc1ccc2[nH]c(=O)c(C(c3nnnn3C3CCCCC3)N3CCN(CC)CC3)cc2c1 (stereo unspecified)
→ -9% | 5.8% | 4% | 10% | ? | 5% | 9%[46.1 µM] | 28%
13) O=C(CN(c1ccc(F)cc1)S(=O)(=O)c1ccc2c(c1)OCCO2)NCc1ccccn1
→ -17% | -0.1% | -4% | -13% | -7% | 2% | -9%[46.1 µM] | 8%
14) CN(C(=O)Nc1ccc(Cl)cc1)n1cnc2ccccc2c1=O
→ -12% | 0.1% | nt | 1% | nt | 4% | -8% | -2%
15) CCOC(=O)CCc1c(C)c2ccc(OCc3nn[nH]n3)cc2oc1=O
→ -1% | -1.8% | 0% | -7% | ? | 1% | -5%[46.1 µM] | 3%
16) Cc1cc(C)cc(C(=O)N2CCCCCC2)c1
→ -12% | -3.5% | -12% | -1% | 7% | -7% | -1%[46.1 µM] | 7%
17) COc1ccc(NC(=S)N2CCNC(=O)C2CC(=O)Nc2ccc(C)cc2)cc1 (stereo unspecified)
→ -21% | -1.0% | -3% | 8% | ? | -13% | 6% | 10%
18) O=C(Nc1ccc(-n2nncc2-c2ccco2)cc1)c1cccc(F)c1
→ -23% | 0.0% | -7% | -15% | ? | -3% | -9%[46.1 µM] | 1%
19) Cc1cc(-c2ccccc2)nc(Oc2cccc(C(F)(F)F)c2)c1S(C)(=O)=O
→ ? | -0.9% | -1% | 1% | 1% | -22% | ? | -4%
20) COc1ccccc1C(c1nnnn1CC1CCCO1)N1CCN(c2ccccc2)CC1 (stereo unspecified)
→ 1% | 2.1% | -4% | 1% | ? | 10% | -6% | -4%
21) O=C(NCC1CCCO1)/C(=C\c1cccs1)NC(=O)c1ccccc1 (stereo unspecified)
→ -4% | -5.7% | 11% | 3% | -3% | -4% | -12% | 7%
22) Cc1ccc(C)c(Nc2c([N+](=O)[O-])c(=O)oc3ccccc23)c1
→ -18% | -1.6% | nt | -2% | nt | 2% | 2% | -3%
23) COc1ccc(C(=O)c2ccc(OC)c(Br)c2)cc1Br
→ -25% | -1.6% | 4% | -2% | 20µM* | -1% | -15% | 4%
24) CN1CCc2c(sc3c2C(=O)NC(c2ccc(-c4ccc(Cl)cc4)o2)N3)C1 (stereo unspecified)
→ ? | ? | 3% | 10% | ? | ? | -12% | 8%
25) COc1ccc(NC(=O)c2cc(=O)c3ccccc3o2)cn1
→ -9% | 4.3% | -8% | -8% | -6% | 9% | -16%[46.1 µM] | -6%
26) CCN1CCN(Cc2ccc(NC(=O)c3ccc(C)c(NC(=O)C(=O)c4c[nH]c5ccccc45)c3)cc2C(F)(F)F)CC1
→ -24% | 3.1% | nt | -1% | nt | 13%[76.3 µM] | ? | 14%
27) O=C(c1ccc(Oc2ccc([N+](=O)[O-])cc2Cl)cc1)N1CCCC1
→ -12% | -5.9% | -3% | -2% | 22µM* | -3% | -25% | -5%
28) COc1ccc(-n2ncc3c(SCC(=O)N4CCN(c5ccccc5OC)CC4)ncnc32)cc1
→ -5% | 0.0% | -5% | 1% | ? | -1% | -4% | -4%
29) CCOC(=O)/C(C#N)=C/C=C1\C=Cc2ccccc2N1CC
→ -30% | -1.5% | 2% | -9% | ? | 24% | -45% | -10%
30) COc1cc(/C=C/C(=O)c2ccccc2O)cc(OC)c1OC
→ -5% | ? | -2% | -4% | ? | -5% | -46% | -7%

# 4 entries from above, as tab-separated lines:
no.	SMILES	Tau fluor counter	Epigenetic derep	GAA inhib	GAA spleen mod	ALDH1A1 inh	GAA glycogen mod	NPSR antag	aGal spleen mod
22	Cc1ccc(C)c(Nc2c([N+](=O)[O-])c(=O)oc3ccccc23)c1	-18%	-1.6%	nt	-2%	nt	2%	2%	-3%
4	COC(=O)CNC(=O)c1cc(OC)cc(OC)c1	7%	-3.2%	?	2%	0%	-5%	7%	2%
14	CN(C(=O)Nc1ccc(Cl)cc1)n1cnc2ccccc2c1=O	-12%	0.1%	nt	1%	nt	4%	-8%	-2%
21	O=C(NCC1CCCO1)/C(=C\c1cccs1)NC(=O)c1ccccc1 (stereo unspecified)	-4%	-5.7%	11%	3%	-3%	-4%	-12%	7%

# Next part:
# Screens in order: Tau fluor counter | Epigenetic derep | GAA inhib | GAA spleen mod | ALDH1A1 inh | GAA glycogen mod | NPSR antag | aGal spleen mod
31) CCOC(=O)Cc1csc(NC(=S)NC(=O)c2ccccc2C)n1
→ -9% | 0.0% | 10% | -6% | -1% | -19% | -13%[46.1 µM] | 5%
32) Cc1c(Cl)cccc1NC(=O)C1CCN(S(C)(=O)=O)CC1
→ 11%[2.34 µM] | 0.0% | 13% | -3% | 4% | 3% | -8% | -10%
33) COC(=O)c1nc(N)sc1-c1ccc(Cl)cc1
→ -5% | 1.2% | -4% | nt | ? | 6% | 15% | -7%
34) Cc1ccc(C)c(NC(=O)COC(=O)Cc2ccsc2)c1
→ -2% | -3.0% | -9% | -4% | -4% | -10% | 20% | 3%
35) CC(=O)Nc1ccc(NC(=O)CN(C)S(=O)(=O)c2ccc3nc(C)sc3c2)cc1
→ -3% | 0.0% | 0% | 2% | 9% | -2% | 16% | -16%
36) CC(C)N1CCC2(CC1)N=C(c1ccc3c(c1)OCO3)CC(c1cc(Cl)ccc1O)N2 (stereo unspecified)
→ -19% | 2.3% | -7% | 0% | -2% | 3% | 1%[46.1 µM] | -3%
37) Cc1nc2nc3c(cn2n1)C(=O)CC(C)(C)C3
→ 9% | -3.0% | -3% | 9% | 19% | 7% | 1%[46.1 µM] | 5%
38) Cc1ccc(NC(=O)Cc2nnc(SCC(=O)c3ccc(Br)cc3)n2C)cc1
→ -13% | 1.8% | 2% | 5% | 5% | -3% | -10%[46.1 µM] | 4%
39) CN(CC(=O)NCCC1=CCCCC1)S(=O)(=O)c1ccc2c(c1)CCC(=O)N2
→ -1% | -0.8% | -5% | -9% | -8% | -4% | -11%[46.1 µM] | -1%
40) COc1ccc(S(=O)(=O)NN(C)C)cc1N(C)S(=O)(=O)c1ccc(Cl)cc1
→ -1% | 0.0% | 1% | -2% | 16% | -18% | 27% | -5%
41) CC12CCC(C(=O)Nc3nc4ccccc4s3)(OC1=O)C2(C)C (stereo unspecified)
→ -6% | -2.0% | 4% | -2% | 1% | 10% | -6% | 2%
42) NNC(=O)c1ccccc1-n1cccc1
→ -4% | -2.1% | 3% | 5% | ? | -2% | 8% | 5%
43) O=C(CCC(=O)c1ccc(Cl)cc1)OCC(=O)c1ccccc1
→ -20% | -1.1% | -7% | -8% | 1% | 1% | -3%[46.1 µM] | -6%
44) CCn1c(SCC(=O)OC)nc2sc3c(c2c1=O)CC(C)(C)OC3
→ -16% | 0.8% | nt | 0% | nt | -9% | -7% | 9%
45) C=CCNC(=S)NC1CC(C)(C)NC(C)(C)C1
→ 1% | -3.8% | ? | -1% | 2% | 7% | 7% | -8%
46) CC(C)CSc1oc(-c2ccco2)nc1S(=O)(=O)c1ccccc1
→ ? | -1.1% | nt | -11% | nt | -3% | -27% | 2%
47) CCNc1c(C(=O)O)ccc2c1C(=O)c1ccccc1C2=O
→ -25% | -2.0% | 3% | -8% | 1% | 1% | -39% | -3%
48) CC12CC(NC(=O)N1CCc1ccccc1)c1ccccc1O2 (stereo unspecified)
→ -6% | -1.7% | ? | -3% | -7% | -5% | ? | 0%
49) COc1ccc(C)cc1S(=O)(=O)NC1CCCCC1
→ -5% | -1.0% | -8% | 0% | 10% | 3% | -5%[46.1 µM] | -6%

# Only aGal spleen mod, GAA spleen mod and ALDH1A1 inh, for five of the compounds above:
cpd | smiles | aGal spleen mod | GAA spleen mod | ALDH1A1 inh
40 | COc1ccc(S(=O)(=O)NN(C)C)cc1N(C)S(=O)(=O)c1ccc(Cl)cc1 | -5% | -2% | 16%
41 | CC12CCC(C(=O)Nc3nc4ccccc4s3)(OC1=O)C2(C)C (stereo unspecified) | 2% | -2% | 1%
42 | NNC(=O)c1ccccc1-n1cccc1 | 5% | 5% | ?
43 | O=C(CCC(=O)c1ccc(Cl)cc1)OCC(=O)c1ccccc1 | -6% | -8% | 1%
44 | CCn1c(SCC(=O)OC)nc2sc3c(c2c1=O)CC(C)(C)OC3 | 9% | 0% | nt

# Source: PubChem BioAssay

# Not all compounds are listed; rates above refer to the full screens.
